# Screening data from PubChem BioAssay.
# proCasp3 act = procaspase-3 (human) activation | P42574 | recombinant procaspase-3 D3A, Ac-DEVD-pNA absorbance 405 nm | activation, % at 8.5 µM | 0.11% of 330,000 active | AID 463141;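 active = activation above the mean of all tested compounds plus 3 SD, cut at about 21% in these data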;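 also: 0% = DMSO alone and 100% = DMSO wells spiked with extra 5 µM PC-3 D3A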
# Target sequence (P42574 whole entry D9A/D28A/D175A): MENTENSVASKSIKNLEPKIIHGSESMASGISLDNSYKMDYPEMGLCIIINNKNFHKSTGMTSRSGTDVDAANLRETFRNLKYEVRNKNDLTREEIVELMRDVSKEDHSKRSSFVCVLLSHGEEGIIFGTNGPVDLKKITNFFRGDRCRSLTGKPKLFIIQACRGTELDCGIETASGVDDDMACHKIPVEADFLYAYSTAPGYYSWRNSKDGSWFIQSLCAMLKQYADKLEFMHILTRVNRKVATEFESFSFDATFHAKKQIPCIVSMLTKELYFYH
#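 Assay system: Procaspase-3 D3A mutant, all three cleavage aspartates alanine. Buffer or medium: Zinc-free HEPES saline buffer with Triton X-100. Times: 1 h compound preincubation, 2 h substrate hydrolysis at 25 °C. Measured by: 405 nm absorbance of p-nitroaniline, reads at 0 and 120 min. Read-out basis: percent activation relative to control range. Replicates: singlicate.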
# RPL19A TOR yeast = modulators of TOR pathway RPL19A-GFP in S. cerevisiae; percent response vs DMSO, % at 10 µM; S. cerevisiae RPL19A-GFP strain, flow cytometry, 3 h; hits give low values; 0.3% of 330,000 active;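 active = percent response vs DMSO below 50%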;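 also: median channel GFP fluorescence of the barcoded RPL19A-GFP strain; ratio of sample median GFP to plate DMSO average so 100% = DMSO; lower means less RPL19A-GFP as with rapamycin TOR inhibition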
# GASC-1 inh = blocks human GASC-1 demethylase activity; GST-JMJD2C(1-420) H3K9me3 demethylation, DELFIA europium; inhibition, % at 2.35 µM; 0.069% of 330,000 active; AID 2099;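 active = more than half of a compound's replicate wells show inhibition beyond 50%, single wells judged on their own value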;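 also: signal counts dimethyl H3K9 product captured on neutravidin plate; 0% = median of DMSO wells and 100% = 0.3 times that DMSO median; strong numbers were not always called active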
# Target sequence (Q9H3R0 1-420 limits assumed): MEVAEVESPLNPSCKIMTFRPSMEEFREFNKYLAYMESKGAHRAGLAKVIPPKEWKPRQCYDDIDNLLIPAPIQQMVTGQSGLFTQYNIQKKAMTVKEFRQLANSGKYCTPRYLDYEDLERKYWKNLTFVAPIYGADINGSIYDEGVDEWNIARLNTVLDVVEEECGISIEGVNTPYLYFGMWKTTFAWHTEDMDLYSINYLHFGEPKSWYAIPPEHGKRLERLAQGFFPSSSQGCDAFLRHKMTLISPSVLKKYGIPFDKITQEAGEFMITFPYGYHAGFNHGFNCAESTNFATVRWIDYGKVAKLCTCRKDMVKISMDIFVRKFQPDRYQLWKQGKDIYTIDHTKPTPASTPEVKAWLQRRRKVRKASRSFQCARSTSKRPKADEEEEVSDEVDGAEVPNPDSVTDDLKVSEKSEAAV
# LAP4-GFP MLPCN = alters LAP4-GFP fluorescence in TOR pathway yeast screen; S. cerevisiae LAP4-GFP multiplex, flow cytometry GFP, 3 h; median GFP as percent of DMSO wells; GFP response vs DMSO, % at 10 µM; 0.34% of 320,000 active;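 active = GFP response vs DMSO above a set limit, about the screen mean plus 3 SD, cut at about 150% in these data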
# MEP2 TOR yeast = modulators of TOR pathway MEP2-GFP in S. cerevisiae. S. cerevisiae MEP2-GFP strain, flow cytometry GFP, 3 h; 100% = DMSO control level. GFP response vs DMSO, % at 10 µM. 0.51% of 330,000 active;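 active = GFP response versus DMSO above a set limit, roughly screen mean plus 3 SD, cut at about 180% in these data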;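 also: median GFP fluorescence of the barcode-gated MEP2-GFP cells per well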
# CR mimetic SO = caloric restriction mimetics inhibiting age-related superoxide in yeast | S. cerevisiae aged cells, superoxide DHE fluorescence; hits give low values | 0.18% of 330,000 active | superoxide response (% of plate mean), % at 10 µM | AID 2690;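 active = superoxide response under a set limit, about three screen SD below normal, cut at about 65% in these data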;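 also: yeast aged for seven days with compound at 30 °C before DHE staining; 100% = average MFI of all compound-treated wells on the plate with controls excluded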
# procasp7 counter = counter-screen for procaspase-3 activators: activators of human procaspase-7 | recombinant procaspase-7, Ac-DEVD-pNA absorbance 405 nm; D23A/D198A/D206A triple mutant, cannot self-cleave; scale: DMSO 0, 5 µM enzyme 100 | 0.093% of 330,000 active | activation, % at 8.5 µM;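 active = percent activation above the screen-wide mean plus 3 SD, cut at about 25% in these data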
#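 Test system: Procaspase-7 triple mutant (PC-7 D3A). Also added: Ac-DEVD-pNA substrate, 400 µM as added. Schedule: 1 h enzyme–compound preincubation and 2 h substrate reaction, both 25 °C. Signal: p-Nitroaniline absorbance at 405 nm, read at 0 and 120 min. Control set: low DMSO alone, high DMSO plus 5 µM PC-7.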
# AHR activator = activators of human aryl hydrocarbon receptor | activation, % at 5 µM | AID 2796 | AHR-responsive luciferase reporter cells, luminescence | 2.5% of 320,000 active | P35869; in the data active = activation above about 47%;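 also: 0% = vehicle wells and 100% = reference agonist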
# The depositor's hits bear a star; · = no result given; [ ] = dose if it differs, or a comment.
1) CCc1ccc(N2CC(C(=O)Nc3ccc(C)c(S(=O)(=O)N4CCOCC4)c3)CC2=O)cc1 (stereo not given)
2) CCn1cc(CNC(=O)c2c(-c3c(Cl)cccc3Cl)noc2C)c(C)n1
3) CC1CCCN(C(=O)c2ccc(S(=O)(=O)N3CCC(c4nc5ccccc5s4)CC3)cc2)C1 (stereo not given)
4) O=c1[nH]cccc1-c1nc2ccccc2[nH]1
5) CCOC(=O)c1ccc(S(=O)(=O)N2CCN(Cc3cc4c(cc3O)OCO4)CC2)cc1
6) O=C(O)C1CCCN1c1ncccn1 (stereo not given)
7) Cc1cccc(-c2c3c(=O)n(C)c(=O)n(C)c3cn2C2CCCCC2)c1
8) CC1CCCN(C(=O)CN(c2ccccc2)S(=O)(=O)c2ccc(F)cc2)C1 (stereo not given)
9) O=C(CCS(=O)(=O)c1ccccc1)Nc1ccccc1N1CCOCC1
10) Cn1c(N)c(C(=O)c2ccc(Oc3ccccc3)cc2)c(=O)n(C)c1=O
compound no.	1	2	3	4	5	6	7	8	9	10
proCasp3 act	1	-10	-5	6	-10	0	-3	11	0	7
RPL19A TOR yeast	90	105	102	105	92	105	99	93	99	105
GASC-1 inh	2	15	-6	-20	-2	7	9	2	-1	5
LAP4-GFP MLPCN	92	104	105	99	94	93	108	106	97	99
MEP2 TOR yeast	92	109	99	107	99	106	116	95	101	109
CR mimetic SO	106	123	107	107	89	96	106	105	100	72
procasp7 counter	14	7	-2	7	-15	4	6	3	5	-1
AHR activator	-2	3	0	22	0	-1	-3	2	2	0

11) COc1ccc(-c2ccnc3nc(-n4cccc4)nn23)cc1
12) Cc1cccc(N2CCN(S(=O)(=O)c3ccc4c(c3)CCN4C(=O)CCC(=O)O)CC2)c1C
13) O=C(Nc1ccc2c(c1)nc1n2CCN(Cc2ccccc2)C1)c1cccs1
14) CCN1CCSc2ccc(C(=O)NCc3cccc(Br)c3)cc21
15) CN(C1(C)CCS(=O)(=O)C1)S(=O)(=O)c1ccc2ccccc2c1 (stereo not given)
16) Cc1cc2nc3c(nc2cc1C)C1(C(=O)O)CCC3(C)C1(C)C (stereo not given)
17) Cc1ccc(NCC(=O)Nc2cccc(S(=O)(=O)N(C)C)c2)cc1S(=O)(=O)N1CCCCCC1
18) Cn1cccc1-c1nc2ccccc2n1C
19) CCOC(=O)C1CCC2(CC1)C(C#N)=C(N)Oc1n[nH]c(C)c12 (stereo not given)
20) COc1cc(NC(=O)CSc2c3c(nc4ccccc24)CCC3)cc(OC)c1OC
compound no.	11	12	13	14	15	16	17	18	19	20
proCasp3 act	3	4	6	0	-4	0	-8	7	-5	4
RPL19A TOR yeast	86	101	101	102	103	106	93	91	96	101
GASC-1 inh	8	·	15	1	-13	8	-6	-5	2	2
LAP4-GFP MLPCN	135	106	96	110	105	86	111	103	87	88
MEP2 TOR yeast	115	110	91	91	104	98	92	88	86	92
CR mimetic SO	88	91	99	107	102	98	104	114	103	108
procasp7 counter	-3	4	-5	5	12	-13	0	2	-18	3
AHR activator	-8	0	13	28	-1	24	0	3	4	5

21) O=C(NCc1ccccc1Cl)c1ccc[nH]1
22) COc1ccc(N2CCN(C(=O)CN3C(=O)NC4(CCCCCC4)C3=O)CC2)cc1
23) Cc1csc(NC(=O)c2cc(=O)[nH]c3ccc(S(=O)(=O)N4CCOCC4)cc23)n1
24) O=S1(=O)CCN2N=C(C3CC3)SC2=N1
25) OC1CCCN(Cc2c3ccccc3cc3ccccc23)C1 (stereo not given)
26) N[C@@H](Cc1cc(I)c(Oc2cc(I)c(O)c(I)c2)c(I)c1)C(=O)O
27) Cn1cc(/C=C/C(=O)N2CCCC(C(=O)c3cccc4ccccc34)C2)cn1 (stereo not given)
28) C[C@@H](CO)NC(=O)c1ccc2c3n(nc2c1)-c1ccc(Cl)cc1CO3
29) Cc1ccc(-c2cc(C(=O)N/N=C/C(Br)=C/c3ccccc3)n[nH]2)o1
30) CCCCn1c(N)c(N(CCOC)C(=O)c2cccc(OCc3ccccc3)c2)c(=O)[nH]c1=O
compound no.	21	22	23	24	25	26	27	28	29	30
proCasp3 act	5	-2	-6	7	-5	2	0	-4	-5	2
RPL19A TOR yeast	100	97	80	96	97	101	99	93	97	97
GASC-1 inh	12	3	-4	·	-1	30	14	-4	22	-8
LAP4-GFP MLPCN	93	102	94	99	95	115	107	106	107	107
MEP2 TOR yeast	100	100	135	104	101	95	104	90	94	95
CR mimetic SO	93	92	125	108	124	100	106	98	96	88
procasp7 counter	9	-2	1	10	-11	-4	8	-8	0	7
AHR activator	0	2	4	3	2	7	-1	-7	8	-3

31) CC(C)C(=O)N1CCN(c2ccccc2N)CC1
32) O=C(Nc1cc(S(=O)(=O)N2CCOCC2)ccc1Cl)C1CCC1
33) CCc1nnc(NC(=O)CSc2nnc(C)n2-c2ccc(C)cc2)s1
34) Cc1cc[n+](-c2nc([O-])sc2/C=N/Nc2ccc([N+](=O)[O-])cc2)cc1
35) CC1CCN(CCOCCSc2ccc(Cl)cc2)CC1
36) Cc1cc(NC(=O)COc2ccc([N+](=O)[O-])cc2)no1
37) Cc1csc(C(C)N(C)C(=O)c2ccc(OC3CCN(Cc4ccccn4)CC3)cc2)n1 (stereo not given)
38) CCCc1[nH]nc2c1C(c1ccsc1)C(C#N)=C(N)O2 (stereo not given)
39) CCN(N)C(=S)Nc1ccc(F)cc1
40) COc1ccc(CN2CC(C(=O)N3CC(C)CC(C)C3)CC2=O)cc1 (stereo not given)
compound no.	31	32	33	34	35	36	37	38	39	40
proCasp3 act	4	6	7	0	4	4	8	11	3	6
RPL19A TOR yeast	88	98	98	97	106	105	92	103	95	104
GASC-1 inh	2	-26	6	-1	3	3	3	-2	24	-1
LAP4-GFP MLPCN	92	103	94	97	102	105	87	98	100	95
MEP2 TOR yeast	95	105	103	100	105	105	85	101	95	101
CR mimetic SO	99	117	93	110	100	88	104	90	97	89
procasp7 counter	-1	-4	-2	11	1	2	3	7	2	8
AHR activator	0	-1	1	0	7	0	4	0	2	3

41) c1cc2c(cc1C1CCCCC1)c1c3n2CCCNC3CCC1 (stereo not given)
42) O=C(NCCN1CCCCC1)Nc1ccc(F)c(Cl)c1
43) Cc1ccc(C23CC4CC(CC(C(=O)N5CCN(C)CC5)(C4)C2)C3)cc1
44) CCS(=O)(=O)N1CCN(C(=O)c2ccco2)CC1
45) COc1ccc(/C(N)=C/C(=O)C(C)(C)C)cc1
46) CC(C(=O)NN)n1nnc(N2CCOCC2)n1 (stereo not given)
47) CN(Cc1ccccc1)C(=O)COC(=O)c1ccc(S(=O)(=O)N(C)C)cc1
48) COc1ccc(C(=O)NCc2ccccc2CN2CCCC2)cc1S(=O)(=O)Nc1ccc(C)cc1
49) CCCCOC(=O)c1ccc(N/C(=N\S(=O)(=O)c2ccccc2)c2ccccc2)cc1
50) Cc1cc(=O)[nH]c(N/N=C/c2ccc3c(c2)OCCO3)n1
compound no.	41	42	43	44	45	46	47	48	49	50
proCasp3 act	-11	3	6	2	-5	12	0	2	3	-1
RPL19A TOR yeast	74	96	97	115	98	102	99	101	111	101
GASC-1 inh	31	0	-9	-6	5	5	23	4	5	-2
LAP4-GFP MLPCN	188*	98	105	77	112	118	104	109	101	93
MEP2 TOR yeast	130	96	102	95	96	102	101	105	111	101
CR mimetic SO	116	111	116	103	87	99	95	113	101	97
procasp7 counter	7	6	3	-4	-1	2	-2	-2	-3	16
AHR activator	2	4	-1	1	4	-1	1	4	3	15

51) CCn1c(CSCc2ccc(F)cc2)nnc1SCC(=O)N1CCN(c2ccccc2)CC1
52) O=C(Nc1ccc(-c2cccc(F)c2)cc1)C1CCCN(Cc2ccccn2)C1 (stereo not given)
53) COc1ccc(-c2nnc(SCC(=O)Nc3ccc(C(=O)O)cc3)n2-c2ccc(Cl)cc2)cc1
54) CC(Sc1nc2ccccc2[nH]1)C(=O)Nc1ccc2c(c1)OCCO2 (stereo not given)
55) Cc1ccc([C@H]2C(C(=O)O)=CC[C@@H](c3ccc(C)cc3)N2S(=O)(=O)c2ccc(C)cc2)cc1
56) CCN(CC)C(=O)CSc1nnc(-n2nc(C)cc2C)c2ccccc12
57) O=C1OC(/C(=C\Nc2ccc(F)cc2F)[N+](=O)[O-])c2ccccc21 (stereo not given)
58) CC1(C(=O)NC2CCCCC2)CCC(=O)N1Cc1cccs1 (stereo not given)
59) O=C1N=C(N2CCCC2)CN1c1ccccc1
60) CN=C(C)C1=C(O)C(C(=O)OC)C(C)(C)CC1=O (stereo not given)
compound no.	51	52	53	54	55	56	57	58	59	60
proCasp3 act	1	7	·	-5	0	-4	-6	4	2	-7
RPL19A TOR yeast	101	109	39*[may fluoresce violet]	95	100	105	94	101	105	108
GASC-1 inh	3	-1	6	21	7	9	-1	16	1	1
LAP4-GFP MLPCN	103	94	92[may fluoresce violet]	·	93	95	105	111	88	122
MEP2 TOR yeast	109	108	643*[may fluoresce violet]	89	102	96	96	97	101	125
CR mimetic SO	94	103	91	107	107	80	105	98	120	98
procasp7 counter	4	-6	·	15	-4	6	6	12	4	9
AHR activator	0	20	·	5	0	4	0	-2	8	0

61) CC(Oc1ccc(F)cc1)C(=O)Nc1ccc(N2CCOCC2)cc1N1CCOCC1 (stereo not given)
62) COc1ccc(Cl)cc1C(=O)NCc1cn(C)nc1C
63) Cc1cccc(NC(=O)CSCC(=O)Nc2cc(S(=O)(=O)N3CCOCC3)ccc2OC(C)C)c1
64) CCN1C(=O)C(CC(=O)Nc2ccc(OC)cc2)N(CCc2ccccc2F)C1=S (stereo not given)
compound no.	61	62	63	64
proCasp3 act	1	7	3	3
RPL19A TOR yeast	94	98	98	97
GASC-1 inh	8	11	-1	36
LAP4-GFP MLPCN	96	87	98	103
MEP2 TOR yeast	94	97	97	99
CR mimetic SO	92	102	99	97
procasp7 counter	4	-12	1	1
AHR activator	-1	27	0	7
